Source: PubChem
Vif-A3G inh: inhibitors of Vif-APOBEC3G interaction. 410,000 tested, 0.076% active. Q9HC16. Potency, µM (doses to about 46.1 µM), without a hit: at the top dose activity, negative = active, usual class: inhibitors. HeLa A3G-eYFP + Vif (tagged APOBEC3G with the HIV-1 protein that degrades it), YFP fluorescence, overnight. AID 602310;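 also: potency is read from the fitted curve at half-maximal effect; % is scaled to controls: 0 for no effect and ±100 for the full control effect; nearly all actives have a fitted effect of over 60% in size; hits raise eYFP signal because A3G escapes Vif-driven loss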
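HeLa cells stably expressing Vif and C-terminally eYFP-tagged A3G, seeded overnight at 37 deg C, then exposed to compound by pintool overnight at 37 deg C. Rise in yellow fluorescence (Ex 488/Em 500-530, Acumen) marks blocked Vif-driven A3G degradation.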
GRP78 ERSR act: ER stress response induction in glioma | U87-MG GRP78 promoter luciferase reporter, 16 h | Potency, µM, without a hit: at the highest dose activation, actives largely listed as activators | 420,000 tested, 0.02% active | AID 602332; also: potency is read from the fitted curve at half-maximal effect; series mostly up to about 76 µM; % of control where 0% means no effect; nearly all actives have a fitted effect of over 35% in size
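ERSR induction read as luciferase luminescence (Bright-Glo, 10 min at room temperature) in stably transfected human U87-MG glioma cells exposed to compounds for 16 h, using GRP78 as sensor.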
USP1-UAF1 inh: inhibitors of human USP1/UAF1 deubiquitinase. O94782. recombinant USP1/UAF1, Ub-Rhodamine cleavage fluorescence. Potency, µM (titrated, usually from 57.1 µM), without a hit: top-dose activity change, negative = inhibition, most hits filed as inhibitors. 390,000 tested, 0.23% active. AID 743255; also: potency is read from the fitted curve at half-maximal effect; % is scaled to controls: 0 for no effect and ±100 for the full control effect; nearly all actives have a fitted effect of over 60% in size; inactives centre near -12
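In this screen, compounds sit with the deubiquitinase complex (1nM) for 15 min at room temperature before Ub-Rho is added at 150nM final. Fluorescence rise is then followed for 6 reads every 60 seconds.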
mIDH1 inhibitor: blocks human mutant IDH1 R132H enzyme; O75874; IDH1-R132H enzyme, NADPH consumption, diaphorase/resazurin fluorescence; Potency, µM (titrated, usually from 76.6 µM), for inactives: at the top dose activity change, negative = inhibition, usual class: inhibitors; 390,000 tested, 0.093% active; also: potency is read from the fitted curve at half-maximal effect; % is scaled to controls: 0 for no effect and ±100 for the full control effect; nearly all actives have a fitted effect of over 65% in size
Target sequence (O75874 whole entry R132H, stated change not applied): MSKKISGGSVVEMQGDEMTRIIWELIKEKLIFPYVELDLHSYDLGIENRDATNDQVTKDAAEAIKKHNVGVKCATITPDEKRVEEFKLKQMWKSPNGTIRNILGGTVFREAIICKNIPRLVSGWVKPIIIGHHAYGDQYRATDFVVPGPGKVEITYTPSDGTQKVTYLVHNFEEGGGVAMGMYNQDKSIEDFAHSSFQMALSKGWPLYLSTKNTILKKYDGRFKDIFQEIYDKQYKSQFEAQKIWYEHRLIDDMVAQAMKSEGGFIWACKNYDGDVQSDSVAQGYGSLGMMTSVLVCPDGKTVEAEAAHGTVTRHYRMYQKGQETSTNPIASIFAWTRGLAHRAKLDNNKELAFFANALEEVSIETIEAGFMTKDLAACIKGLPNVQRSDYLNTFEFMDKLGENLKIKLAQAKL
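IDH1-R132H (0.5 ug/mL) preincubated 30 min with compound, then NADPH (0.016 mM) and alpha-KG (2 mM) added; 80 min at RT, pH 7.5. Remaining NADPH coupled via diaphorase/resazurin to fluorescence (540/590 nm); concentration-response curves normalized to no-enzyme control.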
RXFP1 agonist: RXFP1 (human) receptor agonism; Q9HBX9; HEK293T-RXFP1 cAMP TR-FRET, 30 min; response scale: percent of porcine relaxin response, buffer zero; Potency, µM (titrated, usually from 57.5 µM), for inactives: at the top dose activation, hits mostly activators; 370,000 tested, 0.3% active; AID 2676; also: potency is read from the fitted curve at half-maximal effect; % is scaled to controls: 0 for no effect and ±100 for the full control effect; nearly all actives have a fitted effect of over 60% in size; many of its hits are not listed in these tables
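HEK293T cells stably expressing RXFP1 were pretreated with the PDE4 inhibitor Ro 20174, exposed to compounds for 30 min at 37C, lysed, and cAMP was read by TR-FRET. Data normalized to buffer (basal) and 29 nM porcine relaxin (100%).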
Vif-A3F inh: Vif-A3F binding inhibition; HeLa A3F-eYFP + Vif (tagged APOBEC3F with the HIV-1 protein that degrades it), YFP fluorescence increase; Potency, µM (doses to about 46.1 µM), for the others: at the highest dose activity, negative = active; 390,000 tested, 0.2% active; AID 602313; also: potency is read from the fitted curve at half-maximal effect; % of control where 0% means no effect; nearly all actives have a fitted effect of over 65% in size
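HeLa cells stably expressing A3F-eYFP plus Vif, plated and incubated overnight at 37 deg C, then exposed to compounds overnight at 37 deg C. Blocked degradation read as raised yellow fluorescence (Ex 488/Em 500-530).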
LDHA inh: blocks human lactate dehydrogenase A; P00338; purified LDHA, NADH/diaphorase-resazurin fluorescence; hits give low values; activity change, % (values are at about 110 or 230 µM); 480,000 tested, 0.15% active; in the data active = activity change below about -30%; inconclusive = mostly about -25% to -30%;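 also: plate controls were DMSO wells for no effect and wells without enzyme for full effect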
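LDH5 2 nM; NADH 0.06 mM, pyruvate 0.2 mM; 200 mM Tris pH 7.4, EDTA, Tween-20; 5 min RT. Detection: diaphorase 0.133 mg/mL + resazurin 37 µM, fluorescence ex540/em590 at 0 and 20 min; normalized to enzyme-free and DMSO wells.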
PI4K2A block: PI4K2A (human) kinase inhibition | Q9BTU6 | purified PI4K2A, ADP-Glo luminescence, 1 h; hits give low values | activity change, negative = inhibition, % at 76.9 µM | 420,000 tested, 0.13% active | AID 1346378; in the data active = activity change below about -50%; inconclusive = mostly about -30% to -49%;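 also: -100% = wells without enzyme as full effect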
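PI4K2A activity was measured by ADP-Glo luminescence: enzyme (4 ug/mL stock) and phosphatidylinositol (1.2 mM stock) in Tris pH 7.5/MgCl2/EGTA/Triton X-100 buffer were reacted with ATP (300 microM stock) for one hour at ambient temperature.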
TrxR1 substrate: is turned over as a substrate by rat TrxR1 | O89049 | purified TrxR1 substrate turnover, NADPH consumption readout | Potency, µM (titrated, usually from 114 µM), without a hit: at the top dose activity change, negative = substrate turnover | 390,000 tested, 0.01% active | AID 588456; also: potency is read from the fitted curve at half-maximal effect; % is scaled to controls: 0 for no effect and ±100 for the full control effect; nearly all actives have a fitted effect of over 50% in size
Target sequence (O89049 whole entry, looked up): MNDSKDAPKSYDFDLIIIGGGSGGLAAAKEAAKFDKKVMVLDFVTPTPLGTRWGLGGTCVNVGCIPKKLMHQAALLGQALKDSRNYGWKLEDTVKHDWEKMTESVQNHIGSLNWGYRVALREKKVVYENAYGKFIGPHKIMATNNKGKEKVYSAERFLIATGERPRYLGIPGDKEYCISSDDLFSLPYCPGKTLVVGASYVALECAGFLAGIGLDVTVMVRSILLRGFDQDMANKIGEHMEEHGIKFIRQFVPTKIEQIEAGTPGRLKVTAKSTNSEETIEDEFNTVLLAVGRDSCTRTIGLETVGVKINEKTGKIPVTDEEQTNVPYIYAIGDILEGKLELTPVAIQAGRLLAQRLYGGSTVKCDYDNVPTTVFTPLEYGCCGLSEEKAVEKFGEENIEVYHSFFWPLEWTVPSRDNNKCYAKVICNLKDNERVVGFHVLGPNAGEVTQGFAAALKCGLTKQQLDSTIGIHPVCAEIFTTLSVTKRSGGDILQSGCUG
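Rat TrxR1, dispensed at 90 nM, was prereduced with 400 uM NADPH (final) for 5 min at ~22 deg C, then incubated with compound 15 min before 400 uM selenite. A first-read NADPH fluorescence drop versus no-compound background flagged substrates.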
* = called active by the depositor; ? = inconclusive; nt = no result given; & = joins results of further samples; [ ] = another dose, or the depositor's remark. Unless noted, calls follow the shape of the dose curve; as a rule, active = well fitted curve in the direction sought with a large enough effect; inconclusive = small, poorly fitted or top-dose-only effect, or another doubt; inactive = no such curve, though single readings can be large; an effect the other way counts as inactive or inconclusive. A portion of the library, so the mix of outcomes need not match the whole.

SMILES	Vif-A3G inh	GRP78 ERSR act	USP1-UAF1 inh	mIDH1 inhibitor	RXFP1 agonist	Vif-A3F inh	LDHA inh	PI4K2A block	TrxR1 substrate
CN(C)CCCN(Cc1cc2cc3c(cc2[nH]c1=O)OCCO3)C(=O)NC1CCCCC1	-3.6%	-0.7%	-0.5%	-11.6%	0.0%	-5.2%	-4.0	-0.6	28.7%
O=S(=O)(c1cccs1)N1CCN(c2cccc(Cl)c2)CC1	-0.3%	-2.7%	-24.0%	1.8%	1.4%	-7.4%	-1.1	2.7	6.3%
CCOc1ccc(Nc2ccc(S(=O)(=O)N3CCN(C)CC3)cc2[N+](=O)[O-])cc1OCC	3.1%	-4.7%	-15.9%	-2.5%	1.0%	5.2%	1.2	-4.9	-15.1%
NCCC1CCCC(CCN)N1 (centres undefined)	-2.1%	-5.3%&-1.2%	-28.2%	-5.3%	1.3%	9.6%	-7.1	3.8&-2.6	10.2%[57.1 µM]
CCC(C)Cn1cnc2c(SCc3ccccc3F)nc(N)nc21 (centres undefined)	0.0%	0.0%	-11.2%	0.9%	nt	5.2%	-6.9	10.6	-4.5%
Cc1ccc2nc(-c3ccc(NC(=O)CCN4C(=O)c5ccccc5C4=O)cc3)sc2c1	-14.4%	-3.9%	3.8%	-2.7%	0.7%	?	-2.7	-9.9	162.2%[activator]
CC(C)(Nc1ccccc1)C(=O)c1ccccc1	1.1%	-5.2%	-7.9%	3.3%	0.7%	-6.1%	-2.4	4.9	-8.8%
Cc1cc(OCC(=O)NCCN2CCOCC2)ccc1Br	1.4%	4.6%	0.8%	5.1%	0.0%	-8.5%	-5.8	-8.2	-4.5%
Cc1cc(N/N=C/c2ccccc2O)nc(-c2ccccc2O)n1	-4.7%	1.5%	-8.1%	2.5%	-1.3%	-1.3%	7.1	11.3	-6.9%
NS(=O)(=O)c1ccc(CCNC(=O)CN2CCCCC2)cc1	0.0%	-0.4%	-25.0%	-6.9%	1.1%	14.0%	-2.3	-0.8	2.3%
C=CCn1c(-c2ccc([N+](=O)[O-])cc2)n[nH]c1=S	-0.2%	-3.2%	3.5%	-6.9%	-0.8%	-8.2%	-5.3	-6.6	-0.7%
COc1ccc2[nH]c3c(c2c1)CCN1C(=O)C(CC(=O)NC/C=C(\C)CCC=C(C)C)C[C@H](C(=O)N2CCOCC2)[C@@]31CCC1CCCC1 (some centres undefined)	-3.3%	-2.9%	-5.8%	0.4%	nt	0.5%	-4.7	-1.5	-4.9%
Nc1cccc(NC(=O)CCC(=O)NCc2ccco2)c1	-0.3%	-2.1%	-10.0%	7.7%	0.2%	-0.5%	-1.5	1.3	-8.6%
O=C(NCC(c1ccco1)N1CCCCC1)c1cccc(S(=O)(=O)Nc2ccc(F)cc2)c1 (centres undefined)	0.5%	-4.9%	2.0%	1.2%	0.6%	3.5%	5.2	-3.7	-3.3%
Cn1c(=O)c(=O)n(C)c2cc(S(=O)(=O)CCC(=O)Nc3ccc(C(F)(F)F)cc3)ccc21	1.4%	2.2%	-4.0%	-10.5%	-0.6%	-6.1%	-5.8	-0.4	-12.9%
COc1cc(NC(=O)CCC2CCCC2)cc(-n2cnnn2)c1	0.1%	-2.7%	-20.6%	0.4%	2.3%	-0.3%	1.9	-2.6	5.5%
Cn1c(SCC(=O)N2CCN(S(=O)(=O)c3ccccc3)CC2)nc2ccccc21	-0.2%	-1.8%	-1.7%	0.8%	-0.2%	-4.3%	-4.1	-1.3	-5.6%
CC(=O)Nc1ccc2c(CSc3nnc(-c4cccnc4)n3-c3ccc(C)cc3C)cc(=O)oc2c1	-3.4%	-1.2%	-17.1%	-8.7%	-1.0%	0.6%	-4.6	2.5	1.6%
Cc1cc(N2CC(C(=O)O)CC2=O)ccc1Br (centres undefined)	-0.8%	-7.1%	-2.8%	1.1%	-0.1%	-13.8%	3.7	0.3	3.8%[57.1 µM]
NC(=O)CC(NC(=O)c1cccc(Br)c1)c1ccc(NC2CCC2)c([N+](=O)[O-])c1 (centres undefined)	-2.1%	-6.3%	?	-1.2%	-1.5%	-1.1%	-2.2	-4.5	6.8%[57.1 µM]
O=C1Nc2cc3c(cc2Sc2ccccc21)OCCO3	-11.0%	11.0%	11.5%	-0.8%	-0.3%	nt	-2.8	-5.4	-5.0%
Cc1c(C)c2c(OCC(=O)O)cc3c(c2oc1=O)CCC(C)(C)O3	-7.8%	1.1%	-20.2%	?	16.8%	-2.4%	-1.2	-0.2	622.0%[activator]
COc1ccc(NC(=O)c2ccc(Oc3ncccn3)cc2)cc1	3.2%	1.7%	-17.8%	23.3%	3.3%	-2.0%	-3.5	-2.4	-0.9%
COc1cc(/C=N/Nc2nc(Nc3ccc(C)cc3)nc(-n3nc(C)cc3C)n2)cc(OC)c1OC	-12.2%	-2.2%	-11.2%	7.5%	0.7%	-0.3%	-17.7	0.8	31.4%
CCC1CCCCN1C(=O)Cn1c(=O)oc2ccccc21 (centres undefined)	-0.7%	-2.7%	-17.0%	-3.7%	0.4%	-4.8%	4.2	-2.1	6.1%
COc1cc(Nc2ncc3c(n2)CCN(Cc2cc(Br)cs2)C3)cc(OC)c1	nt	nt	-22.9%	nt	-1.4%	nt	0.2	0.6	-6.3%[57.1 µM]
COc1ccc(N2CCN(CCCNC(=O)c3nnc(Cc4ccc(F)cc4)o3)CC2)cc1	1.9%	-6.1%	-12.0%	26.5%	-1.6%	-15.4%	0.2	-3.2	2.9%
CN(C(=O)C(=O)c1cn(CC(=O)N2CCCC2)c2ccccc12)C1CCCCC1	0.6%	-1.8%	-9.5%	-2.9%	-2.5%	1.3%	-1.4	1.5	-12.4%
COC(=O)CSc1nnc(C2COc3ccccc3O2)n1-c1ccccc1 (centres undefined)	0.2%	2.3%	-10.7%	1.9%	1.9%	4.1%	-8.1	0.8	6.4%[57.1 µM]
CC1CCCC(=NNC(=O)C2COc3ccccc3O2)C1 (centres undefined)	-23.0%	-1.7%	-6.0%	-6.2%	nt	-13.9%	-6.1	-3.9	1.1%
COc1cc(OC)c(OC)cc1CNCCSc1nnnn1C	-0.7%	-4.9%	-18.3%	3.6%	0.2%	13.0%	3.6	1.9	4.5%[57.1 µM]
Cc1cc(C)n(-c2ccc(NC(=O)C3CCN(Cc4ccc(C)o4)CC3)cc2)n1	4.0%	-1.4%	-11.8%	-6.1%	4.3%	-2.4%	-11.7	-7.7	-7.5%
CCCNS(=O)(=O)c1ccc(OCC(=O)N2CCc3ccccc3C2)c(C)c1	2.0%	-2.6%	-23.2%	2.1%	2.4%	-9.9%	0.6	-4.5	6.1%
Cc1ccc2nccc(C(=O)N3CCCC(Nc4ccc(C)c(C)c4)C3)c2c1 (centres undefined)	2.0%	-2.9%	-25.2%	3.3%	0.0%	2.2%	5.2	2.3	1.4%
Cc1ccc(NC(=O)Cc2ccc3c(c2)CCCC3)cc1C	-3.8%	6.6%	?	9.2%	2.6%	-3.5%	-0.4	-0.9	6.2%
CCc1cccc(NC(=O)c2oc3ccc4c(c3c2C)C(=O)CC(C)(C)O4)c1	-5.3%	3.1%	-17.2%	1.6%	4.7%	4.4%	-2.4	-2.2	-4.1%
NNC(=O)c1cc2ccccc2cc1NS(=O)(=O)c1ccccc1	-1.3%	-8.4%	-16.1%	5.9%	1.9%	8.9%	-3.2	-3.2	7.0%[57.1 µM]
Cc1cccc(C)c1Nc1nnc(SCc2cn3cccc(C)c3n2)s1	1.6%	-6.8%	-11.3%	-16.7%	2.7%	-4.5%	-2.0	-5.9	-3.2%
COc1ccccc1CNC(=O)CN1C(=O)COc2ccc(S(=O)(=O)Nc3ccccc3)cc21	-1.8%	-2.1%	-8.0%	-6.0%	-0.1%	-1.2%	0.9	3.2	1.0%
CCOc1cc(Br)c(C(C)NC(=O)c2cccnc2)cc1OCC (centres undefined)	-0.5%	-1.8%	-16.0%	-2.1%	nt	5.9%	1.1	-1.4	5.6%
Cc1ccc(NS(=O)(=O)c2c(C)nc3sccn3c2=O)c(Cl)c1	4.7%	0.0%	-9.9%	4.6%	5.6%	?	0.2	-0.4	-3.9%
COc1ccccc1Cc1nc2ccccc2[nH]c1=O	0.0%	-0.5%	?	52.7%[activator]	0.2%	-3.9%	-10.5	-1.6	9.0%
O=C(O)c1ccc(C2Nc3ccccc3-c3nnc(SCc4ccc(Cl)cc4)nc3O2)cc1 (centres undefined)	-0.2%	-0.4%	-11.4%	-3.6%	4.4%	-3.3%	-6.4	-5.9	0.9%
Cc1ccc(OCCOC(=O)c2cc(S(=O)(=O)N3CCCCC3)ccc2N2CCOCC2)cc1	0.1%	-3.7%	-22.6%	5.2%	-2.0%	4.9%	-2.8	-1.4	1.9%
COc1ccc(NC(=O)NCCCN2CCN(c3cc(C)ccc3C)CC2)cc1	-0.5%	-4.4%	-18.4%	2.0%	1.8%	1.7%	-0.9	-5.5	4.8%[57.1 µM]
